# Screening results as filed in PubChem.
# Tau FP inhib: tau fibrillization inhibition (FP); K18 P301L tau heparin fibrillization, Alexa594 FP, 6 h; Potency, µM (doses to about 57.7 µM), for the others: at the highest dose activity, negative = inhibition, usual class: inhibitors; P10636; hit rate 0.39% among 280,000; note: % is set by controls: 0 for no effect and ±100 for the full control effect; nearly all actives have a fitted effect of over 55% in size
# Target sequence (P10636 561-689 P618L limits assumed): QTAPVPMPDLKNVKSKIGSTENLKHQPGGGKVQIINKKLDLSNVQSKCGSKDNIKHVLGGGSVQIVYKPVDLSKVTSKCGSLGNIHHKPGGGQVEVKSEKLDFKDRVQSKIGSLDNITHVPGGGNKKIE
#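 Quantitative HTS format: compounds meet 15 uM recombinant K18 P301L tau and Alexa 594-tau tracer in 100 mM sodium acetate pH 7; 20 uM heparin triggers fibrillization at 37 C over 6 hr; FP gives the signal.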
# TexasRed fluor: counter-screen for TRb-SRC2 inhibitors: fluorescence interference; TRb/SRC2 Texas Red total fluorescence interference; hit rate 0.29% among 280,000; Potency, µM (series often up to 106 µM), without a hit: top-dose fluorescence change, negative = quenching; active = well fitted curve in either direction with a large enough effect; inconclusive = small, poorly fitted or top-dose-only effect; note: % is set by controls: 0 for no effect and ±100 for the full control effect
#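 Human TRβ ligand-binding domain (0.6 uM) and Texas Red SRC2 peptide (20 nM) in Tris buffer with 1 uM T3 and 5% DMSO were incubated with pinned compound for 5 hr at ambient temperature. Total fluorescence was computed as S + 2P (555/632 nm).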
# HTT cytoprotect: protects HTT-Q103 PC12 cells, measured by ATP; PC12 HTT-Q103 induced, cytoprotection, ATP luminescence, 40 h; Potency, µM (doses to about 56.4 µM), without a hit: cytoprotection (ATP increase), usual class: activators; hit rate 0.14% among 230,000; AID 1471;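 note: % of control where 0% means no effect; nearly all actives have a fitted effect of over 45% in size; toxic huntingtin expression switched on by the ecdysone agonist tebufenozide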
#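 Rat PC12, Q103 Htt exon1-GFP fusion, ecdysone promoter; tebufenozide inducer 100 nM final; compound titration; qHTS, 1500 cells/well; ATPlite luminescent read.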
# TRb-SRC2 inh: TRbeta-SRC2 interaction inhibition; P10828; TRbeta-SRC2 peptide binding, fluorescence polarization; receptor liganded with 1 µM T3; Potency, µM (titrated, usually from 106 µM), for inactives: at the highest dose activity change, negative = inhibition, hits mostly inhibitors; hit rate 0.065% among 280,000; AID 1469;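 note: plate controls were bound peptide for no effect and peptide without receptor for full effect; nearly all actives have a fitted effect of over 50% in size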
#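 Fluorescence polarization of 20 nM Texas Red SRC2 peptide (20-aa NR interaction domain) bound to 0.6 uM human TRb ligand-binding domain, with 1 uM T3, after 5 hr at ambient temperature; inhibition seen as decreased polarization.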
# Tau fluor counter: counter-screen for tau fibril formation inhibitors. tau K18 P301L Alexa594 fluorescence, heparin fibrillization. hit rate 0.93% among 280,000. Potency, µM (series often up to 57.7 µM), for inactives: top-dose activity change, negative = decrease; note: % is set by controls: 0 for no effect and ±100 for the full control effect; nearly all actives have a fitted effect of over 55% in size
#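 Human tau K18 P301L (15 uM unlabeled, 0.24 uM Alexa 594-labeled) in 100 mM sodium acetate pH 7 with 20 uM heparin, 6 hr at 37 C. ThT 30 uM added, 1 hr ambient; Alexa 594 FP and total fluorescence read at 555/632 nm.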
# Tau fibril ThT: blocks human tau fibril formation measured by thioflavin T; recombinant tau K18 P301L (four-repeat tau fragment), heparin-induced fibrillization, ThT fluorescence; AID 1460; P10636; Potency, µM (top dose mostly 57.4 µM), for the others: top-dose activity, negative = inhibition, most hits filed as inhibitors; hit rate 2.1% among 270,000; note: % is set by controls: 0 for no effect and ±100 for the full control effect; nearly all actives have a fitted effect of over 55% in size
#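 Recombinant human tau K18 fragment […] carrying P301L, 15 uM unlabeled plus 0.24 uM Alexa 594-labeled, was fibrillized with 20 uM heparin in 100 mM sodium acetate pH 7 for 6 hr at 37 C; 30 uM ThT fluorescence read after 1 hr.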
# RECQ1 inh: blocks DNA unwinding by human RECQ1; P46063; RECQ1 DNA unwinding, red fluorescence kinetic read; Potency, µM (series often up to 57.3 µM), for inactives: at the top dose activity, negative = inhibition, actives largely listed as inhibitors; hit rate 0.54% among 240,000; AID 2549;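 note: plate controls were vehicle for no effect and no enzyme for full effect; nearly all actives have a fitted effect of over 30% in size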
# Target sequence (P46063 whole entry, looked up): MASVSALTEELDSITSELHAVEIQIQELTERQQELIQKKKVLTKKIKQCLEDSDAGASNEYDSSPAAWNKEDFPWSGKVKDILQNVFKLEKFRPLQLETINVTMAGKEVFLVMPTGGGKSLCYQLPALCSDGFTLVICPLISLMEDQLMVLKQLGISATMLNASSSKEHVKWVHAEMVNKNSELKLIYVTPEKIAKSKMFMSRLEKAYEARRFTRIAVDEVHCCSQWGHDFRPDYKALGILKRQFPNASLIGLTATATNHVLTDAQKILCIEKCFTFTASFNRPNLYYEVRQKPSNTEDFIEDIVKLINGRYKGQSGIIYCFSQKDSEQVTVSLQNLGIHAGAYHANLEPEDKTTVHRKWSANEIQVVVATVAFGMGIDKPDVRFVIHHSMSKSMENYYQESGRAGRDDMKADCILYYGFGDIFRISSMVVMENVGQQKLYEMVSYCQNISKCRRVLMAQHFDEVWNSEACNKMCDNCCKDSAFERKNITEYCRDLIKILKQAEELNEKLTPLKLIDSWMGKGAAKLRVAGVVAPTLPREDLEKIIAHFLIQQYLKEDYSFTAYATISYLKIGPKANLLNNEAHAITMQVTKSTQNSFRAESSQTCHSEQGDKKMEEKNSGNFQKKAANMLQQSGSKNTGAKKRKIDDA
#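 RECQ1T1 50 nM; forked duplex (20 bp + 30-nt ss tails) 200 nM, ATP 2 mM final; pH 8.0, 2 mM MgCl2, 2.5 ug/ml poly(dI-dC); 15 min compound preincubation; discontinuous kinetic read over 2 h at RT.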
# L3MBTL1 inh: L3MBTL1 (human) inhibition; hit rate 0.66% among 230,000; AID 485360; Q9Y468; AlphaScreen L3MBTL1–H3K9me1 peptide binding; Potency, µM (highest dose often 57.1 µM), for the others: top-dose activity, negative = inhibition, actives largely listed as inhibitors; note: % is set by controls: 0 for no effect and ±100 for the full control effect; nearly all actives have a fitted effect of over 60% in size
#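 AlphaScreen proximity signal between nickel-chelate acceptor and streptavidin donor beads (final 10 ug/mL) reports binding of 50 nM L3MBTL1 to 75 nM biotin-H3 K9me1 peptide; complex incubated with compounds 30 min at room temperature; cefsulodin titration as control.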
# Numbers without * were called inactive; i = inactive; ? = inconclusive; . = no result given; & = joins results of further samples; [ ] = remark or other dose. Unless noted, calls come from the whole dose curve; as a rule, active = well fitted curve in the direction sought with a large enough effect; inconclusive = small, poorly fitted or top-dose-only effect, or another doubt; inactive = no such curve, though single readings can be large; an effect the other way counts as inactive or inconclusive. Potency is the fitted concentration of half-maximal effect. The list is partial (hit frequency here may not be typical).
SMILES,Tau FP inhib,TexasRed fluor,HTT cytoprotect,TRb-SRC2 inh,Tau fluor counter,Tau fibril ThT,RECQ1 inh,L3MBTL1 inh
Cc1nnc(NC2=NCCCCC2)o1,2%,-2%,18%,-16%,-9%,-13%,-3%,.
CCOc1ccc(NC(=O)Cn2nnc(-c3nc(-c4ccncc4)no3)c2N)cc1,4%,-1%,.,0%,-1%,2%,.,.
NC(=O)C1=C[C@H](c2coc3ccccc3c2=O)C[C@H](OCc2ccc(CO)cc2)O1,1%,0%,-9%[10 µM],-2%,-5%,-2%,-9%,4%
COc1ccc(NC(=O)CCSc2nnnn2C)cc1,3%,0%,-16%,1%,-2%,-11%,-6%,-55%
CC(Oc1ccc(Cl)cc1)C(=O)NCCN1C(=O)S/C(=C\c2cccnc2)C1=O (centres undefined),-2%,-12%,-6%[1.9 µM],-1%,-9%,?,-5%,5%
O=c1c2c3c(sc2ncn1-n1cccc1)CCCCC3,-2%,1%,4%[10 µM],4%,2%,8%,1%,-3%
O=c1cc(-c2ccccc2Cl)oc2c(NS(=O)(=O)c3ccccc3OC(F)(F)F)ccc(O)c12,?,1%,-7%[10 µM],10%,-19%,3%,i,.
Cc1ccc(-c2n[nH]c(=S)n2Cc2ccccc2)cc1,-6%,-4%,-7%,-11%,-12%,-16%,-13%,.
COCCNC(=O)Cn1c(=O)n(CCC(=O)NCCc2ccccc2)c(=O)c2ccccc21,1%,-9%,.,-5%,-17%,-12%,-4%,27%
CN(C)c1ccc(/C=C/C(=O)c2ccc(O)cc2)cc1[N+](=O)[O-],?,-6%,2%[10 µM],-3%,?,4.5µM*,13%,-14%
Cc1nnc(SCC(=O)N2c3ccccc3C(C)(c3ccccc3)CC2(C)C)s1 (centres undefined),-4%,1%,0%[10 µM],-9%,-6%,-14%,-10%,-4%
CC(=O)N1c2ccccc2C(CBr)=CC1(C)C,3%,-4%,1%[10 µM],-1%,0%,-5%,-5%,-2%
COC(=O)c1sc2nc(N)c(C#N)cc2c1N,5%,22%,23%[10 µM],23%,-9%,?,-2%,4%
CCS(=O)(=O)n1nc(-c2ccc(OC)cc2)nc1N,4%,0%[53 µM],5%[10 µM],7%[53 µM],-1%,-5%,i,4%
CCOC(=O)NC(=O)/C(N=Nc1cc(C)cc(C)c1)=C(\C)O,-12%,0%,.,3%,-12%,-6%,i,3%
CCOC(=O)c1c(C)nc2c(c1-c1cc(OC)ccc1OC)C(=O)CC(C)(C)C2,-1%,0%,-5%[10 µM],5%,-2%,-2%,-5%,-1%
CC(C)OC(=O)c1c(NC(=O)c2ccco2)sc2c1CCCCC2,?,2%,?,-10%,-20%,?,-1%,.
CCOC(=O)/C(C#N)=C/c1ccc(OCC(=O)Nc2ccc(C)c(C)c2)c(OC)c1,-4%,2%,-4%[10 µM],-3%,-6%,?,-8%,5%
CC1(C)CC(=O)C2=C(C1)NCN(CCCN1CCOCC1)C2,8%,-1%,-4%[0.074 µM],-1%,3%,-4%,-4%,-8%
O=C1Nc2ccccc2C1Cc1ccccc1 (centres undefined),-1%,-7%,19%[10 µM],-1%,5%,.,i,.
C/C=C/C(=O)Nc1cccc(C2=NOC3(C2)C[C@@H](C(N)=O)N(C(=O)c2cc([N+](=O)[O-])cc([N+](=O)[O-])c2C)C3)c1 (some centres undefined),3%,1%,-2%[10 µM],9%,4%,6%,i,.
CC(C(=O)Nc1ccccc1F)N1C(=O)c2ccccc2C1=O (centres undefined),?,4%,15%[10 µM],-5%,-11%,-14%,15%,-1%
O=C(COc1ccc(Cl)c(Cl)c1)NN1C(=O)C2C(C1=O)C1C=CC2C12CC2 (centres undefined),-4%,0%,-56%[inhibitor][10 µM],1%,-9%,2%,i,7%[11.4 µM]
CC(=O)c1ccc(N2CCN(C(=S)Nc3ccc(Cl)c(Cl)c3)CC2)cc1,?,-2%,-29%,4%,-27%,?,-5%,.
CCOC(=O)N1CCN(c2ccc(Cl)cc2)CC1,0%,-1%,17%[0.074 µM],-5%,-4%,-24%,i,1%
CC(C)c1cc(C(=O)N/N=C/c2cccnc2)n[nH]1,-2%,-4%,.,-1%,0%,-1%,-11%,4%
CN(C)c1ccc(CNS(=O)(=O)c2ccc3[nH]c4c(c3c2)CCCCC4)cc1,5%,-4%,.,2%,?,4%,.,.
O=C1CC(NCCN2CCOCC2)C(=O)N1Cc1ccc(N2CCCC2=O)cc1 (centres undefined),4%,0%,22%,-14%,4%,-7%,-12%,2%
O=C(O)c1cc2cc(OCc3ccccc3)ccc2[nH]1,2%,0%,-27%,1%,-6%,-8%,i,3%
CCOC(=O)c1cc2c3ccccc3n(CC)c2nc1N,-7%,-2%,-16%,-14%,-20%,-8%,i,56%[activator]

# Three compounds already listed, sorted by heavy-atom count, rising:
SMILES,Tau FP inhib,TexasRed fluor,HTT cytoprotect,TRb-SRC2 inh,Tau fluor counter,Tau fibril ThT,RECQ1 inh,L3MBTL1 inh
CCOC(=O)N1CCN(c2ccc(Cl)cc2)CC1,0%,-1%,17%[0.074 µM],-5%,-4%,-24%,i,1%
O=C(O)c1cc2cc(OCc3ccccc3)ccc2[nH]1,2%,0%,-27%,1%,-6%,-8%,i,3%
CC(C(=O)Nc1ccccc1F)N1C(=O)c2ccccc2C1=O (centres undefined),?,4%,15%[10 µM],-5%,-11%,-14%,15%,-1%

# (list continues)
SMILES,Tau FP inhib,TexasRed fluor,HTT cytoprotect,TRb-SRC2 inh,Tau fluor counter,Tau fibril ThT,RECQ1 inh,L3MBTL1 inh
CCC(=O)Oc1ccc2c(c1)O/C(=C\c1ccco1)C2=O,-5%,-4%,-17%[10 µM],-1%,-20%,3%,-14%,-10%
NC1CCCCC1N=Cc1c(O)n(CCc2ccc(F)cc2)c(=O)[nH]c1=O (centres undefined),-8%,2%,5%,7%,-11%,-13%,-5%,-2%
CCC(C)Sc1nc2c(c(=O)[nH]c(=O)n2C)n1Cc1ccccc1Cl (centres undefined),-5%,2%,17%,-11%,4%,-13%,-6%,-5%
CCOC(=O)c1ccc(NC2(c3ccccc3)C(=O)c3ccccc3C2=O)cc1,2%,?,.,2%,-17%,-7%,.,.
O=C(CSc1ccc2nnc(-c3ccccn3)n2n1)N1CCN(c2ccccc2)CC1,4%,-2%,-10%,1%,0%,-14%,40µM*,?
CN(CC(=O)O)S(=O)(=O)/C=C/c1ccccc1,-2%,-1%,-21%,-7%,4%,-1%,i,12%
CCn1c(SCC(=O)Nc2cc(Cl)ccc2OC)nc2c([nH]c3ccccc32)c1=O,-4%,-2%,.,6%,-22%,-2%,.,.
O=C(N/N=C/c1c(Cl)nc2ccccn2c1=O)c1cccnc1,-11%,-6%,18%[10 µM],0%,-5%,?,-2%,15%
O=C1CCc2ccc(OCCCCN3CCN(c4cccc(Cl)c4Cl)CC3)cc2N1,11%&6%,-3%&-6%,-192%[inhibitor],1%&-7%,-27%&-22%,?,-3%&-6%,.
COc1ccc(OC)c(N(CC(=O)Nc2ccccc2C(=O)NCc2ccco2)S(C)(=O)=O)c1,-6%,0%,-4%,-6%,-14%,-15%,-12%,.

# Among those listed so far, two contain a cyano group:
SMILES,Tau FP inhib,TexasRed fluor,HTT cytoprotect,TRb-SRC2 inh,Tau fluor counter,Tau fibril ThT,RECQ1 inh,L3MBTL1 inh
COC(=O)c1sc2nc(N)c(C#N)cc2c1N,5%,22%,23%[10 µM],23%,-9%,?,-2%,4%
CCOC(=O)/C(C#N)=C/c1ccc(OCC(=O)Nc2ccc(C)c(C)c2)c(OC)c1,-4%,2%,-4%[10 µM],-3%,-6%,?,-8%,5%

# The results go on.
SMILES,Tau FP inhib,TexasRed fluor,HTT cytoprotect,TRb-SRC2 inh,Tau fluor counter,Tau fibril ThT,RECQ1 inh,L3MBTL1 inh
O=c1[nH]nc(CNc2ccc(C(F)(F)F)cc2)c2ccccc12,1%,-1%,-32%[inhibitor],-10%,-18%,?,-3%,-7%
Cc1ccc(C)c(NC(=O)C(c2ccccc2)N2Cc3ccccc3C2=O)c1 (centres undefined),3%,100µM*[quencher],.,-29%,-1%,-8%,.,.
CCN1C(=O)c2ccccc2Sc2ccc(NC(=O)Nc3cc(C)cc(C)c3)cc21,-4%,0%,.,7%,19%,?,.,.
CCN(CC)S(=O)(=O)c1ccc2c(c1)c(=O)c(C(=O)NCCN(C)CCc1ccccc1)cn2C,-5%,2%,0%,2%,-6%,-5%,i,19%[11.4 µM]
COc1ccc(CCNc2nc(N3CCOCC3)nc(N3CCOCC3)n2)cc1OC,2%,0%,-1%[0.074 µM],6%,-4%,-4%,4%,1%
CC(C)(C)c1ccc2c(c1)N(CC(=O)O)C(=O)CO2,9%,1%,-12%,-1%,-4%,-10%,-7%,3%
Cc1noc(C)c1COc1ccc(CC(=O)NC2CCCCCC2)cc1,1%,-1%,-6%,3%,-2%,-3%,-10%,.
COc1ccc(/C=C/c2nc(N)nc(-c3ccccc3O)n2)cc1,?,0%,-2%[10 µM],-7%,?,?,-2%,-1%
CCCC(=O)Nc1cccc(-c2nc3ccccc3c(=O)o2)c1,4%,-7%,9%[10 µM],-10%,-6%,-5%,i,3%
Cn1c(=O)c2c(nc(NN=C3CCCCC3)n2C)n(C)c1=O,?,-1%,-23%,5%,?,?,-5%,.
CC(=O)O[C@@]1(C(C)=O)CCC2C3C=C(Cl)C4=CC(=O)CC[C@]4(C)C3CC[C@]21C (some centres undefined),-12%,0%,-31%[inhibitor],-8%,-18%,-12%,-5%,.
COc1ccc(OCCn2c(NC(=O)c3ccc(OC)cc3)nc3ccccc32)cc1,-7%,-19%,.,-3%,-29%,1%,.,.

# Laid out differently: results already given
Compound | Tau FP inhib | TexasRed fluor | HTT cytoprotect | TRb-SRC2 inh | Tau fluor counter | Tau fibril ThT | RECQ1 inh | L3MBTL1 inh
CCOC(=O)c1c(C)nc2c(c1-c1cc(OC)ccc1OC)C(=O)CC(C)(C)C2 | -1% | 0% | -5%[10 µM] | 5% | -2% | -2% | -5% | -1%
CC(C)OC(=O)c1c(NC(=O)c2ccco2)sc2c1CCCCC2 | ? | 2% | ? | -10% | -20% | ? | -1% | .
